# Nrf2 inh = Nrf2 qHTS screen for inhibitors | A549 ARE-Fluc reporter, luciferase luminescence, 18-24 h | Potency, µM (top dose mostly 46 µM), for the others: at the top dose activity change, negative = inhibition, usual class: inhibitors | hit rate 2.1% among 360,000 | AID 504444, 2011; further: potency means the concentration at half of the fitted maximal effect; on the % scale 0 is the no-effect control and ±100 the full control effect; nearly all actives have a fitted effect of over 60% in size
#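 A549 ARE_Fluc cells (5000/well, 5% FBS OPTI-MEM) pre-incubated 2 h, then treated with compounds 18-24 h at 37C/5% CO2 in concentration-response. CellTiter-Fluor viability read first; BugLite luciferase luminescence after 15 min at room temperature gives Nrf2 activity.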
# TGFb SMAD3 inh = qHTS for Inhibitors of TGF-b; HepG2 CAGA-GFP TGF-b/SMAD3 reporter, GFP fluorescence, 18 h; TGF-beta stimulated, 500 pg/mL final; Potency, µM (highest dose often 46.1 µM), without a hit: top-dose activity, negative = inhibition, most hits filed as inhibitors; hit rate 1.2% among 410,000; AID 588855, 2011; further: potency means the concentration at half of the fitted maximal effect; on the % scale 0 is the no-effect control and ±100 the full control effect; nearly all actives have a fitted effect of over 65% in size
#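 Using HEPG2 CAGA-GFP reporter cells at 1000 cells/well, we pinned test compounds, stimulated with recombinant TGF-beta (500 pg/mL final) and measured total well GFP after 18 h.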
# HepG2 tox = qHTS for Inhibitors of TGF-b: Cytotox Counterscreen; Potency, µM (highest dose often 46.1 µM), for inactives: at the highest dose activity change, negative = cytotoxicity, usual class: cytotoxic; hit rate 0.76% among 410,000; HepG2 CAGA-GFP viability, ATP luminescence, 18 h; AID 588856, 2011; further: potency means the concentration at half of the fitted maximal effect; some results filed as inactive show a strong effect at the top dose
#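 HepG2 CAGA-GFP cells (1000/well, DMEM with 1% FBS) received compound, then TGF-beta at 500 pg/mL final, and were incubated 18 hours at 37 degrees C. Viability was read by CellTiter-Glo luminescence. Media-only wells were set as complete cell-killing and DMSO as no toxicity.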
# Nrf2 ARE act = qHTS of Nrf2 Activators. AREc32 ARE-luciferase reporter (MCF7-derived line), luminescence, 24 h. hit rate 0.31% among 410,000. Potency, µM (highest dose often 46.1 µM), without a hit: at the top dose activation, hits mostly activators; further: potency means the concentration at half of the fitted maximal effect; % of control where 0% means no effect; nearly all actives have a fitted effect of over 65% in size
#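 AREc32 cells carrying an ARE-driven firefly luciferase reporter were seeded at 1000 cells/well in OPTI-MEM with 5% FBS, then exposed to compound for 24 hr at 37 deg C. Luminescence was read with Steady-Glo after 30 min at RT.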
# S2 tox = Viability Counterscreen for Primary qHTS for Inhibitors of ATXN expression | S2 cells (HEK-293 line with an ATXN2-luciferase reporter) viability, CellTiter-Fluor protease fluorescence, 24 h | Potency, µM (highest dose often 56.7 µM), hits mostly cytotoxic | hit rate 0.49% among 400,000; further: potency means the concentration at half of the fitted maximal effect; nearly all actives have a fitted effect of over 40% in size
# EPAC2 agonist = qHTS for Agonist of cAMP-regulated guanine nucleotide exchange factor 4 (EPAC2): primary screen. EPAC2 activation, biochemical qHTS; response scale: 100% = 6.5 mM cAMP response. Potency, µM (titrated, usually from 154 µM), inactives show at the top dose activation, usual class: activators. hit rate 0.079% among 360,000. AID 720711, 2013; further: potency means the concentration at half of the fitted maximal effect; nearly all actives have a fitted effect of over 50% in size
# Target sequence (Q8WZA2 whole entry, looked up): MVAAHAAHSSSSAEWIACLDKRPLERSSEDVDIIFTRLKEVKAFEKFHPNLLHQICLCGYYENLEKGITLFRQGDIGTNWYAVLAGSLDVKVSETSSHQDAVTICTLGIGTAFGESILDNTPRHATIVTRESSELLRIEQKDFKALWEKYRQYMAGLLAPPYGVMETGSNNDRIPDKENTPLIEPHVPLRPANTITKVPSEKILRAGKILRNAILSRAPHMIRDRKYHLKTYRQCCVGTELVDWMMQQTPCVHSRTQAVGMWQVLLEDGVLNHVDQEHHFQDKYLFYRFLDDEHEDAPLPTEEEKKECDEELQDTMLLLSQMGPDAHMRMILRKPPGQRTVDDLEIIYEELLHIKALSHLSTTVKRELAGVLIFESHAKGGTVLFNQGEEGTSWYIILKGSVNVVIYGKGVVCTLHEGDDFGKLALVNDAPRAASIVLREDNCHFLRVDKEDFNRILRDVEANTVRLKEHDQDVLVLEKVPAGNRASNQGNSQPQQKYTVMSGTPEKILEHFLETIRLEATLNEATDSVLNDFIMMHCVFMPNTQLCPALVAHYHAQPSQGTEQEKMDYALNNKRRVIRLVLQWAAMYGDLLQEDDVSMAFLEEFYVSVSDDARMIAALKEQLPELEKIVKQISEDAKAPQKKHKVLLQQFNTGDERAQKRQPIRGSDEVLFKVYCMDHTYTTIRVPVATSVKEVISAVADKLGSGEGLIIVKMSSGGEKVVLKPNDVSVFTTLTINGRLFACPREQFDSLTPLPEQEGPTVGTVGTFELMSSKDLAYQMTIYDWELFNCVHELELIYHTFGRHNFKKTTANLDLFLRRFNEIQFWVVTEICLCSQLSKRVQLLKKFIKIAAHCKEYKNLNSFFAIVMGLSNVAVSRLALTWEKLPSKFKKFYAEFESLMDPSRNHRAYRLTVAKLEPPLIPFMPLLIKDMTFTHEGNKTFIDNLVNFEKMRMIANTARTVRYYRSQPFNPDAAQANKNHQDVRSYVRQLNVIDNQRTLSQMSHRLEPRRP
#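 Setup: EPAC2 100 nM, labeled Rap1B complex 250 nM, free GDP 50 uM. Compound titrations pinned in, brief spin, 5 min room temperature incubation. Kinetic fluorescence read over 30 min, normalized to 6.5 mM cAMP.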
# A549 tox = Nrf2 qHTS screen for inhibitors: counterscreen for cytotoxicity | A549 ARE-Fluc cells, CellTiter-Fluor viability, 18-24 h | AID 504648, 2011 | Potency, µM (titrated, usually from 46 µM), for the others: at the top dose activity change, negative = cytotoxicity, most hits filed as inhibitors | hit rate 0.16% among 390,000; further: potency means the concentration at half of the fitted maximal effect; on the % scale 0 is the no-effect control and ±100 the full control effect
#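 A549 ARE-Fluc cells in 5% FBS OPTI-MEM, 5000 cells/well, rested 2 h then exposed to compounds in concentration-response for 18-24 h at 37 °C. Viability by CellTiter-Fluor fluorescence (Ex 405/Em 525) after 30 min; luciferase luminescence (BugLite, 15 min, RT) read afterwards.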
# IL-2 act = qHTS of IL-2 Activators; IL-2 activation reporter assay, cell-based qHTS; stimulated with anti-CD3/CD4/CD28 beads; in transgenic mouse T cells; activation, % (series mostly up to about 46 µM); hit rate 0.065% among 360,000; AID 652025, 2013; in the data active means activation above about 50%; inconclusive means mostly about 30% to 49%; further: 0% is about no effect
#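 Unstimulated transgenic mouse T cells; 60-min compound exposure; bead-based TCR/CD4/CD28 stimulation; 18 h culture, 37 degrees C; dual fluorescence (EGFP, DsRed) plate cytometry.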
# ATXN2 expr inh = Primary qHTS for Inhibitors of ATXN expression; HEK-293 ATXN2-luciferase reporter, luminescence, 24 h; Potency, µM (doses to about 57 µM), without a hit: at the top dose activity change, negative = inhibition, hits mostly inhibitors; hit rate 0.72% among 360,000; AID 1745845, 2022; further: potency means the concentration at half of the fitted maximal effect; on the % scale 0 is the no-effect control and ±100 the full control effect; nearly all actives have a fitted effect of over 55% in size
#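 ATXN2-luciferase reporter cells (luciferase flanked by upstream and downstream ATXN2 gene portions) were treated 24 h at 37 °C with compounds at up to 57 uM. SteadyGlo luminescence gave expression; GF-AFC fluorescence gave viability.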
# * hit, by the source's call; i = inactive; ? = inconclusive; · = not tested or not shown; [ ] = another dose, or the depositor's remark. Unless noted, the call rests on the fitted dose curve; in most records, active means well fitted curve in the direction sought with a large enough effect; inconclusive means small, poorly fitted or top-dose-only effect, or another doubt; inactive means no such curve, though single readings can be large; an effect the other way counts as inactive or inconclusive. No enrichment for hits; any-hit rate near 4.3%.
# Results follow in this order: IL-2 act	Nrf2 ARE act	ATXN2 expr inh	HepG2 tox	A549 tox	Nrf2 inh	TGFb SMAD3 inh	EPAC2 agonist	S2 tox
CC1CCCCN1C(=O)C12CCC(C)(/C(=N/O)C1)C2(C)C (centres undefined)
→ -2.3	-0.8%	-10%	-4%	-5%	10%	-3%	-3%	i
O=C(Cc1ccc(F)cc1)OCC(=O)N1CCN(S(=O)(=O)c2ccc(Cl)cc2)CC1
→ -0.9	1.6%	8%	-8%	-1%	-13%	9%	14%	i
O=C(Cc1c(F)cccc1Cl)N1CCCC1
→ 1.0	-0.3%	-10%	-3%	-5%	3%	2%	8%	i
Cc1ccc(S(=O)(=O)N2CCCCC2C)cc1[N+](=O)[O-] (centres undefined)
→ 2.1	0.0%	0%	9%	1%	-10%	-4%	-1%	i
O=C(NCc1ccc2c(c1)OCO2)c1ccc(Cl)s1
→ -0.9	3.0%	12%	-30%	-3%	-5%	6%	11%	·
CS(=O)(=O)N(CC(=O)Nc1ccccc1C(=O)N1CCOCC1)c1cccc([N+](=O)[O-])c1
→ 0.0	-0.4%	9%	9%	-3%	-1%	-1%	0%	i
Cc1ccccc1N(C(=O)Cc1cccs1)C(C(=O)NCC1CCCO1)c1cccnc1 (centres undefined)
→ -1.6	0.3%	10%	-3%	-4%	?	-10%	1%	i
COc1ccc(Cl)cc1Nc1sc(C(=O)c2ccccc2)c(N)c1C(=O)Nc1ccccc1
→ ·	16%	-10%	-33%	1%	·	16µM*	·	?
COCC(=O)NCc1nc2ccccc2[nH]1
→ -1.6	-0.2%	6%	-1%	-6%	16%	-3%	0%	i
COc1ccc(C2C(C(=O)c3ccco3)=C(O)C(=O)N2c2nnc(C)s2)cc1OC (centres undefined)
→ 0.8	0.3%	-3%	-1%	?	0%	9%	-1%	i
Cc1cccc(C(=O)NNC(=O)c2ccccc2C)c1
→ 0.4	-0.3%	5%	-1%	-4%	10%	5%	8%	i
CCOc1cc(/C=N/NC(=O)C(=O)N2CCCC2)ccc1O
→ 0.2	-0.4%	-3%	-2%	-10%	0%	0%	2%	i
CCCOC(=O)Nc1cccc(C(C)=O)c1
→ -1.9	-0.2%	4%	3%	-2%	5%	2%	-1%	i
COc1ccc(CC(=O)Nc2cc(C)ccn2)cc1OC
→ -5.0	0.5%	-10%	0%	-8%	0%	4%	5%	·
COc1cc(OC)cc(C(=O)O/N=C(\N)c2ccncc2)c1
→ -3.8	3.6%	0%	-2%	-1%	10%	0%	-5%	?
COc1ccc(-c2nc3c(Cl)cc(C(F)(F)F)cn3c2Cc2ccc(C)cc2)cc1OC
→ 0.4	3.2%	-15%	-32%	·	·	?	-8%	i
COc1ccc(/C=C2\Sc3ccc(C(=O)NCC4CCCO4)cc3N(C)C2=O)cc1 (centres undefined)
→ -1.5	4.8%	-17%	-46%	-5%	-21%	?	-11%	i
CC(C)C(OC(=O)c1nsc(Cl)c1Cl)C(=O)NCc1ccccc1 (centres undefined)
→ 0.5	0.1%	2%	-13%	-15%	-24%	12%	6%	i
CCCc1ncc(C(O)(c2ccccc2)c2ccccc2)n1C
→ 1.0	0.1%	-12%	-4%	1%	?	11%	2%	i
COC(=O)CSc1nnc(-c2ccc(S(=O)(=O)NCc3ccccc3Cl)cc2)o1
→ -2.3	0.1%	10%	-35%	-8%	8%	0%	-3%	i

# Ordered by value in IL-2 act (largest number first): some entries from above
compound,IL-2 act
O=C(Cc1c(F)cccc1Cl)N1CCCC1,1.0
CCOc1cc(/C=N/NC(=O)C(=O)N2CCCC2)ccc1O,0.2
CS(=O)(=O)N(CC(=O)Nc1ccccc1C(=O)N1CCOCC1)c1cccc([N+](=O)[O-])c1,0.0

# Carrying on:
# Results follow in this order: IL-2 act	Nrf2 ARE act	ATXN2 expr inh	HepG2 tox	A549 tox	Nrf2 inh	TGFb SMAD3 inh	EPAC2 agonist	S2 tox
CC(=O)OCCN(CCOC(C)=O)c1c(C)[nH]c(=O)[nH]c1=O
→ -1.9	-0.9%	13%	-8%	0%	12%	18%	0%	i
CCOC(=O)c1cnn(-c2nc(-c3ccccc3)nc3c2COC(C)(C)C3)c1N
→ -0.6	0.3%	1%	-27%	-3%	·	-25%	-6%	i
CCOC(=O)N1CCC(NC(=O)c2cc(C(=O)Nc3ccc(OCC)cc3)ccc2CO)CC1
→ -2.4	-0.4%	2%	2%	0%	-18%	0%	-8%	i
CCC(C)(C)C1CCC(=NNC(=S)Nc2ccccc2)CC1 (centres undefined)
→ -0.9	0.5%	-13%	-35%	6%	6%	-29%	2%	i
CN1CCCC(OC(=O)c2ccc(C(C)(C)C)cc2)C1 (centres undefined)
→ 2.4	1.5%	14%	-4%	-6%	21%	8%	7%	?
COc1cccc(-c2[nH]nc3c2C(c2ccoc2)C(C#N)=C(N)O3)c1 (centres undefined)
→ -1.8	?	-13%	-6%	5%	13%	-5%	-4%	i
Cc1cc(Nc2ccc([N+](=O)[O-])cc2)nc2ccccc12
→ -5.2	2.1%	·	2%	?	-6%	-9%	-12%	i
Cc1cccc(-c2nc3scc(CCNS(=O)(=O)c4ccc(F)c(C(F)(F)F)c4)n3n2)c1
→ ·	5.5%	·	-32%	-2%	·	?	·	·
O=C(O)c1ccc(NC(=S)NC(=O)c2ccc(-c3ccc(Br)cc3)o2)cc1
→ -1.0	0.5%	2%	-9%	1%	7%	19%	18%	?
COc1ccc2c(c1)c(C(=O)N/N=C/c1ccc(OC)c(OC)c1)c(C)n2C
→ 0.3	3.7%	9%	-2%	-4%	-4%	-8%	-2%	i
CCOC(=O)C1CCN(C(=O)c2ccc3c(=O)n4nc(Nc5ccccc5OC)sc4nc3c2)CC1
→ -1.6	-1.2%	·	-12%	·	·	-4%	7%	i
CC(C)CC(N)c1csc(NC(=O)NCCc2ccccc2)n1 (centres undefined)
→ 0.0	0.3%[9.22 µM]	-11%	-28%	·	·	-3%	6%	i
COc1ccc(-n2ncc3c(NCc4ccco4)ncnc32)cc1
→ 0.1	3.6%	58%[activator]	-4%	-12%	?	0%	7%	i
N#CCSc1nc2ccc(N3CCCCC3)cc2c(=O)n1Cc1ccccc1
→ -1.7	2.3%	17%	17%	-11%	?	-2%	3%	i
COc1ccc(NC(=O)C2CCCN(C(=O)c3cnn(-c4ccccc4)c3-n3cccc3)C2)cc1 (centres undefined)
→ ·	4.0%	-18%	-21%	-24%	?	?	·	?
COc1ccc(OCCN2CCC(C(=O)NC(c3ccc(Cl)cc3)c3ncccc3C)CC2)cc1 (centres undefined)
→ -0.5	4.2%	?	-57%	·	·	?	10%	?
O=C(N/N=C/c1cccc(O)c1)c1ccc(COc2ccccc2Br)cc1
→ -1.4	4.4%	-2%	-33%	-2%	-12%	-2%	13%	i
COc1cccc(/C=N/NC(=O)CNC(=O)COc2ccccc2)c1O
→ -0.6	-2.5%	·	-4%	-1%	-21%	?	10%	?
O=C(CSCc1c(Cl)cccc1Cl)NN=C1CCCC1
→ 1.8	0.2%	-17%	1%	0%	-4%	7%	-1%	i
Cc1ccccc1P(=O)(c1ccccc1)c1ccccc1C
→ -3.4	-0.2%	·	-18%	·	·	13%	4%	i

# Four entries from above, as comma-separated lines:
mol,IL-2 act,Nrf2 ARE act,ATXN2 expr inh,HepG2 tox,A549 tox,Nrf2 inh,TGFb SMAD3 inh,EPAC2 agonist,S2 tox
Cc1cccc(-c2nc3scc(CCNS(=O)(=O)c4ccc(F)c(C(F)(F)F)c4)n3n2)c1,·,5.5%,·,-32%,-2%,·,?,·,·
Cc1ccccc1P(=O)(c1ccccc1)c1ccccc1C,-3.4,-0.2%,·,-18%,·,·,13%,4%,i
Cc1cc(Nc2ccc([N+](=O)[O-])cc2)nc2ccccc12,-5.2,2.1%,·,2%,?,-6%,-9%,-12%,i
CC(=O)OCCN(CCOC(C)=O)c1c(C)[nH]c(=O)[nH]c1=O,-1.9,-0.9%,13%,-8%,0%,12%,18%,0%,i

# (listing goes on)
# Results follow in this order: IL-2 act	Nrf2 ARE act	ATXN2 expr inh	HepG2 tox	A549 tox	Nrf2 inh	TGFb SMAD3 inh	EPAC2 agonist	S2 tox
COc1ccc(OCCSc2nc(C)nc3ccccc23)cc1
→ -1.3	3.7%	2%	-17%	12%	-9%	-23%	15%	i
CC(=O)c1ccc(OCCCC(=O)Nc2cc(Cl)ccc2-n2cncn2)cc1
→ 4.2	-0.3%	-5%	-62%	0%	-10%	?	2%	i
COc1ccc(-n2nc(C(=O)NCC(=O)N3CCOCC3)c3ccccc3c2=O)cc1OC
→ 0.3	0.4%	13%	-13%	0%	-4%	13%	11%	i
Cc1ccc(NC(=O)c2nc(S(C)(=O)=O)ncc2N(Cc2cccc(F)c2)Cc2ccco2)cc1C
→ ·	0.2%	1%	-28%	1%	15%	13%	·	i
Cc1cc(NC(=O)c2c(F)cccc2F)n(-c2nc3ccccc3[nH]2)n1
→ -2.6	-1.6%	-29%	-50%	?	?	?	2%	i
CC(NC(=O)C1CCC(CNc2c(N3CCCCC3)c(=O)c2=O)CC1)c1ccccc1 (centres undefined)
→ -2.2	-0.3%	-4%	9%	9%	6%	-12%	12%	i
Cc1ccnc(NS(=O)(=O)c2ccc3ccccc3c2)n1
→ 2.3	-0.1%	2%	-5%	1%	-1%	?	2%	i
